LYP phosphatase: inhibitors of LYP phosphatase, biochemical, fluorescence intensity, uHTS (AID 1779) | recombinant LYP phosphatase, fluorescence intensity; higher % means a stronger effect | inhibition, % at 11.5 µM; hits with a dose series show IC50 in µM | 0.054% of 290,000 active; in the data active = inhibition above about 50%;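 note: plate controls were vehicle with enzyme for no effect and no enzyme for full effect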
Rac1 GTP hydrolysis: MgcRacGAP GTPase-activating activity inhibitors, confirmation, biochemical, ADP Hunter fluorescence | 0.6% of 340,000 active | MgcRacGAP-stimulated Rac1 GTP hydrolysis, ADP Hunter fluorescence; higher % means a stronger effect; GST-tagged Rac1 F28L mutant substrate | inhibition, % at 30 µM; hits with a dose series show IC50 in µM | AID 624330, 2012;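 active = first-screen hits whose inhibition reached a set limit at any dose in the follow-up dose series; inconclusive = inhibition above the set first-screen limit but never retested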;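 note: fluorescence reports GDP produced by GAP-driven GTP hydrolysis; strong numbers were not always called active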
CSM14.1 death rescue: rescue of cells from ER stress-induced death, primary screen, 384-well, CSM14.1, thapsigargin, ATP luminescence (AID 1222); one-dose cellular ATP content (survival), % at 20 µM; EC50 in µM for titrated hits; 190,000 tested, under 10 active; CSM14.1 thapsigargin-induced death rescue, ATP luminescence; higher % means a stronger effect;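 active = EC50 below 50 µM in the dose-response confirmation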;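 note: death triggered by thapsigargin at about 15 µM added after 2 h compound pretreatment; cell ATP read after overnight thapsigargin exposure of roughly 18 to 22 hours; normalized against plate controls of thapsigargin alone and 5% DMSO vehicle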
PhoP inhibition: inhibitors of PhoP regulon expression, primary screen, Salmonella Typhimurium, GFP reporter (AID 1863). 0.16% of 300,000 active. S. Typhimurium PhoP-regulated promoter GFP reporter, 4 h; higher % means a stronger effect. one-dose inhibition, % at 50 µM; IC50 in µM for titrated hits;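 active = inhibition over 29.93%, a cutoff 3 SD above the screen mean, later confirmed by dose response; inconclusive = inhibition over 29.93% but no dose response follow-up; inactive = inhibition at most 29.93% or unconfirmed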;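 note: 0% = low Mg2+ inducing control and 100% = high Mg2+ repressing control; strong numbers were not always called active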
Large T inhibition: SV40 large T antigen inhibitors, biochemical (AID 1903). SV40 large T antigen ATPase/helicase inhibition assay; higher % means a stronger effect. inhibition, % at 20 µM; hits with a dose series show IC50 in µM. 0.39% of 310,000 active; in the data active = a potency from the dose series; inconclusive = inhibition mostly from about 32% at the one dose, without a potency; inactive = the rest, 99 in 100 with inhibition below about 32%; note: strong numbers were not always called active
West Nile antiviral: West Nile virus antiviral activity, cell-based, CPE readout (AID 1621); West Nile virus-infected cells, CPE inhibition; higher % means a stronger effect; 0.02% of 290,000 active; CPE inhibition, % at 10 µM; hits with a dose series show IC50 in µM; in the data active = a potency from the dose series; inconclusive = CPE inhibition mostly from about 3.7% at the one dose, without a potency; inactive = the rest, 99 in 100 with CPE inhibition below about 2.2%; note: strong numbers were not always called active
RSV CPE inhibition: RSV antiviral activity via CPE protection, HEp-2 cells, primary 10 µM value included (AID 2391) | HEp-2 cells, RSV-induced CPE inhibition; higher % means a stronger effect | one-dose CPE inhibition, % at 10 µM; IC50 in µM for titrated hits | 0.13% of 310,000 active; in the data active = a potency from the dose series; inconclusive = CPE inhibition mostly from about 23% at the one dose, without a potency; inactive = the rest, 99 in 100 with CPE inhibition below about 21%; note: strong numbers were not always called active
Dengue-2 NS5 capping: Dengue-2 NS5 methyltransferase inhibitors, primary screen, biochemical, confirmation dose response (AID 588689). Genome polyprotein (Dengue virus type 2 (strain 16681-PDK53)). Dengue-2 NS5 methyltransferase capping enzyme assay, biochemical; higher % means a stronger effect. one-dose inhibition, % at 25 µM; IC50 in µM for titrated hits. 0.3% of 340,000 active; in the data active = a potency from the dose series; inconclusive = inhibition above about 29% without an active follow-up result
GPR35 arrestin U2OS: GPR35 antagonists blocking zaprinast-driven arrestin recruitment, primary screen, imaging, U2OS, beta-arrestin-GFP, zaprinast agonist (AID 2058). inhibition, % at 10 µM; hits with a dose series show IC50 in µM. G-protein coupled receptor 35 (Homo sapiens). 0.052% of 290,000 active. U2OS GPR35 beta-arrestin-GFP translocation imaging, zaprinast antagonism; higher % means a stronger effect;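 active = inhibition of at least 50% with at least 30 cells and total cytoplasm GFP at most 10,000,000; inconclusive = under 30 cells or total GFP of 10,000,000 plus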
* marks the source's active call; other numbers are inactive results; u = inconclusive; x = not tested or not shown; & = joins results of further samples.

Every second line gives: LYP phosphatase	Rac1 GTP hydrolysis	CSM14.1 death rescue	PhoP inhibition	Large T inhibition	West Nile antiviral	RSV CPE inhibition	Dengue-2 NS5 capping	GPR35 arrestin U2OS
[1] C=CCc1cc(C)ccc1OCCOCCC(C(=O)OCC)C(=O)OCC
→ -5.3%	8.2%	1.0%	-2.5%	2.2%	0.1%	1.1%	-1.9%	3.7%
[2] COCCn1c(-c2ccc(Br)cc2)csc1=Nc1cccnc1
→ 1.3%	4.2%	3.2%	-1.6%	8.1%	-2.0%	-1.9%	-5.3%	-3.0%
[3] CC(C)C(NS(=O)(=O)c1ccc2c(c1)Cc1cc(S(=O)(=O)NC(C(=O)O)C(C)C)ccc1-2)C(=O)O (stereo not drawn)
→ 1.7%	-9.0%	x	-3.2%	12.2%	0.1%	2.6%	5.3%	-1.9%
[4] COc1ccc(OC)c(-c2cc(C(=O)NCc3cccs3)no2)c1
→ -0.7%	-1.2%	-2.4%	-18.4%	7.3%	-0.1%	1.7%	1.6%	13.7%
[5] CCC(C(=O)Nc1c[nH]c(=O)[nH]c1=O)c1ccccc1 (stereo not drawn)
→ -1.7%	1.7%	-3.1%	-12.9%	13.8%	0.1%	1.7%	-4.4%	-2.0%
[6] O=C(/C=C/c1ccc([N+](=O)[O-])cc1)NCc1ccco1
→ 1.2%	4.9%	2.4%	5.4%	11.6%	-0.5%	1.2%	-6.7%	-11.9%
[7] CCOC(=O)C(NC(C)=O)C(OC(C)=O)c1cccc([N+](=O)[O-])c1 (stereo not drawn)
→ -6.9%	6.0%	0.1%	1.2%	6.9%	0.2%	0.2%	-3.1%	0.9%
[8] COc1ccccc1NC(=O)C(=O)N(c1cccnc1)C(C(=O)NC(C)(C)C)c1ccccc1F (stereo not drawn)
→ -8.4%	1.9%	-1.7%	-7.7%	18.1%	-0.4%	-0.3%	-0.8%	7.9%
[9] Cc1cc(=O)oc2c(C)c(OCC(=O)N3CCN(C(=O)C4COc5ccccc5O4)CC3)ccc12 (stereo not drawn)
→ -7.1%	6.4%	x	18.8%	8.0%	-0.7%	18.3%	-7.0%	5.2%
[10] O=C(Nc1ccc(F)cc1)c1sccc1SCc1cccc(C(F)(F)F)c1
→ 10.7%	7.0%	1.1%	-7.0%	6.1%	-0.2%	6.6%	-0.7%	-11.7%
[11] Cc1ccc(NC(=O)CSc2n[nH]c(N)n2)cc1S(=O)(=O)N1CCOCC1
→ -5.2%	4.7%	x	-13.4%	24.7%	0.0%	1.2%	-5.3%	-6.9%
[12] CCOC(=O)C1=C(C)N(CCCC(=O)O)C(=O)NC1c1cc2ccccc2c2ccccc12 (stereo not drawn)
→ x	x	x	-1.0%	22.4%	-0.2%	0.9%	x	x
[13] CCOc1cc2c3c(c1)C(C)CC(C)(C)N3C(=O)C2=O (stereo not drawn)
→ 0.4%	5.4%	-0.6%	-2.0%	14.0%	-0.2%	0.9%	-4.0%	0.1%
[14] C/C(=C/C(=O)O)C(=O)Nc1cccc(C(F)(F)F)c1
→ -0.9%	8.8%	1.0%	3.5%	-9.8%	0.8%	0.8%	-2.7%	-10.1%
[15] O=C(COC(=O)c1cccnc1Cl)c1ccc(Cl)cc1Cl
→ -6.3%	3.8%	-0.5%	11.6%	4.5%	-0.1%	0.8%	-8.0%	2.6%
[16] CCOC(=O)c1nc(S(C)(=O)=O)ncc1Cl
→ -8.0%	3.9%	-4.7%	-3.8%	15.4%	2.4%	-0.4%	-54.6%	8.5%
[17] CCCOc1ccc(S(=O)(=O)NCc2ccc(OC)cc2)cc1
→ -11.4%	-4.2%	-2.7%	-11.0%	-2.8%	-0.3%	5.5%	3.4%	8.9%
[18] c1ccc2oc(SCc3cn4ccsc4n3)nc2c1
→ -7.9%	13.6%	0.0%	27.8%	-6.1%	0.0%	4.9%	0.8%	2.4%
[19] CC(=O)Nc1ccc(S(=O)(=O)NCCC(=O)Nc2ccc(C)cn2)cc1
→ -9.2%	6.4%	x	2.3%	6.7%	-0.1%	1.4%	-9.8%	-0.9%
[20] Cc1cc(SCC#N)nc2ccccc12
→ -10.2%	10.4%	-0.3%	0.5%	-9.1%	-0.4%	u	0.0%	-11.1%

The closing two compounds of the part above are carried over, then new ones follow.
Every second line gives: LYP phosphatase	Rac1 GTP hydrolysis	CSM14.1 death rescue	PhoP inhibition	Large T inhibition	West Nile antiviral	RSV CPE inhibition	Dengue-2 NS5 capping	GPR35 arrestin U2OS
[19] CC(=O)Nc1ccc(S(=O)(=O)NCCC(=O)Nc2ccc(C)cn2)cc1
→ -9.2%	6.4%	x	2.3%	6.7%	-0.1%	1.4%	-9.8%	-0.9%
[20] Cc1cc(SCC#N)nc2ccccc12
→ -10.2%	10.4%	-0.3%	0.5%	-9.1%	-0.4%	u	0.0%	-11.1%
[21] CCSc1nnc(NC(=O)c2ccccc2)s1
→ -1.7%	8.1%	-0.5%	3.0%	0.9%	-0.5%	2.3%	-4.4%	7.3%
[22] Cc1cc(OCC(=O)NCc2ccccn2)c2c(C)c(Cc3ccccc3)c(=O)oc2c1
→ 2.3%	6.5%	x	-5.4%	17.0%	0.4%	10.6%	-4.1%	-10.4%
[23] CCOc1ccc(C(=S)N2CCOCC2)cc1OC
→ -0.5%	6.8%	9.2%	6.8%	10.2%	0.3%	3.0%	-3.4%	-13.3%
[24] COc1c(Cl)cnn(-c2ccc(Cl)c(Cl)c2)c1=O
→ -3.5%	5.7%	-0.3%	2.0%	8.4%	-0.8%	11.9%	-9.3%	21.3%
[25] Cc1cc(=O)oc2cc(NC(=O)C(C)Oc3cccc(Cl)c3)ccc12 (stereo not drawn)
→ x	6.4%	x	0.3%	7.2%	x	0.2%	8.0%	x
[26] Cc1c(C#N)c2ccccc2n1CC(=O)NCc1cccnc1
→ -11.4%	0.8%	-0.2%	-10.7%	4.4%	x	1.1%	-7.2%	1.8%
[27] Cc1cccc[n+]1C1C(c2ccccc2)C(C#N)=C(C(=C=[N-])C#N)NC1(O)C1CC1 (stereo not drawn)
→ -4.6%	19.8%	-4.0%	-10.5%	3.9%	x	6.8%	u	0.7%
[28] CCOC(=O)N1CCN(C(=O)c2c(-c3ccccc3)noc2C)CC1
→ -3.1%	-3.5%	-4.3%	-3.3%	3.1%	-0.7%	-0.1%	-2.2%	4.6%
[29] CC(=O)N1CCOCCOCCN(C(C)=O)CCOCC1
→ -10.2%	10.2%	0.5%	-7.9%	5.8%	0.9%	0.6%	4.0%	7.8%
[30] O=c1[nH]c2ccccc2cc1-c1nnn(-c2ccccc2)n1
→ x	1.3%	x	x	25.0%	-0.5%	4.8%	-11.0%	x
[31] CC(=O)Nc1ccc(SCc2ncc(-c3ccccc3)o2)cc1
→ -10.1%	5.4%	x	-2.8%	11.9%	-0.4%	11.6%	-0.9%	-1.0%
[32] COC(=O)c1cc2occc2n1Cc1c(F)cccc1Cl
→ -3.5%	x	-1.8%	-11.7%	-2.2%	0.3%	x	x	19.7%
[33] Cc1cc(=O)n2cccc(O)c2n1
→ -5.8%	3.7%	-0.3%	x	x	1.2%	2.8%	2.2%	-1.8%
[34] O=C(N/N=C/c1ccncc1)c1cccc(NC(=O)c2ccccc2Cl)c1
→ -5.0%	5.8%	0.6%	0.3%	4.0%	0.2%	1.5%	-5.4%	2.2%
[35] CS(=O)(=O)Nc1ccccc1C(=O)NCCSc1ccc(Cl)cc1
→ -6.5%	1.9%	x	3.0%	10.5%	-1.1%	20.6%	0.8%	1.0%
[36] COc1ccc(Cl)cc1CN1CCOCC1
→ -8.0%	9.9%	x	0.2%	0.7%	0.0%	-1.0%	3.1%	9.9%
[37] O=C(CNC(=S)N(CCCN1CCOCC1)Cc1cccs1)NCc1ccc(Cl)cc1
→ -11.6%	4.7%	x	3.6%	3.2%	-0.1%	1.7%	-9.9%	9.3%
[38] NC(=O)Cn1cnc2c(nnn2-c2ccc(F)cc2)c1=O
→ -6.1%	7.3%	x	x	1.4%	-0.2%	0.2%	-4.6%	-3.9%
[39] COc1ccc(-c2cc(C(=O)NC3CCCC3)no2)cc1
→ -10.3%	7.0%	x	0.7%	15.4%	-0.8%	2.0%	-5.8%	0.0%
[40] CN(CCCCCNC(=O)/C=N/O)Cc1ccccc1
→ 0.5%	x	3.6%	1.7%	1.5%	-0.5%	x	x	6.2%
[41] CCn1c(=N)n(CC(=O)C(C)(C)C)c2ccccc21
→ -2.7%	-1.2%	-2.7%	-1.2%	19.6%	-0.4%	0.3%	0.0%	-15.5%
[42] Cc1c(O)cccc1C(=O)N[C@@H](CSc1ccccc1)[C@H](O)CN1C[C@H]2CCCC[C@H]2C[C@H]1C(=O)NC(C)(C)C
→ -13.4%	1.2%&5.6%	x	5.8%&0.6%	15.5%&11.9%	-1.2%&-0.5%	-2.4%&0.8%	0.0%&-1.5%	-3.7%
[43] Cc1cccc2cc(CN(Cc3nnnn3C3CCCCC3)C3CCCC3)c3nnnn3c12
→ 6.7%	1.8%	1.0%	-0.6%	7.4%	-1.5%	15.5%	2.3%	-4.9%
[44] CC(CCc1ccccc1)NC(=O)C1CCN(S(=O)(=O)N2CCOCC2)CC1 (stereo not drawn)
→ 2.9%	6.9%	-1.8%	-1.8%	6.8%	-0.1%	2.3%	-5.2%	3.8%
[45] O=C(Cc1ccccc1)Nc1cccc(N2C(=O)C=CC2=O)c1
→ 0.3%	0.1%	24.4%	31.7%	7.8%	0.7%	0.1%	-37.9%	-0.2%
[46] CCc1cccc(OCCCCNCCO)c1
→ -6.2%	17.9%	4.8%	9.4%	15.4%	0.1%	0.5%	4.0%	-14.5%
[47] CC1=NN(c2ccccc2)C(=O)/C1=C\c1cn(CCC#N)nc1-c1ccc(Cl)cc1
→ 2.6%	14.6%	-3.2%	7.8%	9.6%	-1.3%	4.4%	5.4%	-26.7%
[48] NC(=O)[C@@H]1CC2(CC(c3cccc(NC(=O)CC(c4ccccc4)c4ccccc4)c3)=NO2)CN1C(=O)[C@@H]1CCC(=O)N1 (stereo partly drawn)
→ -7.4%	13.8%	x	9.9%	3.0%	0.2%	0.2%	-7.4%	-4.9%
[49] O=C(CN1C(=O)c2ccccc2C1=O)NN1C(=O)c2ccccc2C1=O
→ -7.4%	-1.2%	-1.0%	-2.0%	-5.8%	0.5%	0.0%	-8.8%	0.3%
[50] Clc1ccc(OCCCc2nc(-c3ccncc3)no2)c(Cl)c1
→ -3.0%	7.7%	-0.3%	1.9%	20.6%	-1.5%	11.8%	-8.6%	4.3%
